LmPK inhibitor: blocks Leishmania mexicana pyruvate kinase activity | Q27686 | purified LmPK, Kinase-Glo ATP luminescence, 1 h | Potency, µM (top dose mostly 57.5 µM), for the others: at the top dose activity change, negative = inhibition, most hits filed as inhibitors | actives 0.37% (n = 290,000) | AID 1721; note: potency is the fitted concentration of half-maximal effect
Target sequence (Q27686 whole entry, looked up): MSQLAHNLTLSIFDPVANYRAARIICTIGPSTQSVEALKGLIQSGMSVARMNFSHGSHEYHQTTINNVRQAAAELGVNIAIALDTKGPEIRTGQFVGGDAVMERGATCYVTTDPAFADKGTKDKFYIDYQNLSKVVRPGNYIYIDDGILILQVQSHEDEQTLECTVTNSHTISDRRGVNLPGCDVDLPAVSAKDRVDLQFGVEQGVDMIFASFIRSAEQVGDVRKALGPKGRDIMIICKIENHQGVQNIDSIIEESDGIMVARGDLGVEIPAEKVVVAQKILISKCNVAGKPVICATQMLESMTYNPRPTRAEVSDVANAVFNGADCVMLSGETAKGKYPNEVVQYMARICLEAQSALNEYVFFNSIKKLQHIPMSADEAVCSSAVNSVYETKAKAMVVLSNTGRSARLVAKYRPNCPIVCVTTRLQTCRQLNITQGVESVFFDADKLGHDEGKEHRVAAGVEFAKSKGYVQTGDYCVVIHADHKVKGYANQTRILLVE
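qHTS format; LmPK 0.1 nM; substrates PEP 0.5 mM and ADP 0.1 mM. One-hour room-temperature incubation, then coupled luciferase luminescence; 0.5 nM enzyme wells mark activation.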
HCMV antiviral: blocks human cytomegalovirus replication | AID 1259415 | activity change, negative = inhibition, % at 57.5 µM | HFF cells, HCMV-luciferase reporter, 72 h; stronger effect = lower value | actives 4.5% (n = 410,000); in the data active = activity change below about -60%; inconclusive = no clear call, values can overlap the other calls; inactive = above about -39%
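Two compound doses tested in HFFs infected with HCMV-luciferase, MOI 1 PFU/cell, 72 h at 37C. Lysate luminescence read with OneGlo; data normalized against buffer-only and 10uM Salinomycin inhibitor controls.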
TbPYK inhibitor: inhibitors of Trypanosoma brucei pyruvate kinase. Q57TT1. TbPYK enzyme, Kinase-Glo Plus ATP luminescence, 45 min. Potency, µM (top dose mostly 76.8 µM), for inactives: top-dose activity, negative = inhibition, most hits filed as inhibitors. actives 0.12% (n = 410,000); note: potency is the fitted concentration of half-maximal effect; nearly all actives have a fitted effect of over 50% in size
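In this concentration-response screen, enzyme-free wells defined baseline while DMSO plates tracked drift. Each reaction combined TbPYK, substrate, compound and 130 uM ADP for 45 min at room temperature. Kinase-Glo Plus luminescence gave the signal.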
Sm TGR inh: S. mansoni TGR enzyme inhibition; Potency, µM (doses to about 114 µM), for the others: at the highest dose activity change, negative = inhibition, most hits filed as inhibitors; Q962Y6; AID 485364; actives 3% (n = 360,000); purified TGR, DTNB reduction, TNB absorbance 405 nm; note: potency is the fitted concentration of half-maximal effect; nearly all actives have a fitted effect of over 60% in size
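Kinetic colorimetric format: TGR-catalysed, NADPH-driven DTNB reduction monitored via TNB absorbance. Enzyme dispensed at 20 nM; compound exposure 15 min at room temperature before reaction start.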
AmpC inh detg: AmpC beta-lactamase inhibition with detergent present; P00811; AmpC hydrolysis of nitrocefin, absorbance 480 nm, 0.01% Triton; Potency, µM (top dose mostly 114 µM), for the others: top-dose activity change, negative = inhibition, hits mostly inhibitors; actives 0.041% (n = 370,000); AID 485294;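 note: potency is the fitted concentration of half-maximal effect; 0% = no-compound wells and -100% = no-enzyme wells; nearly all actives have a fitted effect of over 25% in size; some results filed as inactive show a strong effect at the top dose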
Target sequence (P00811 whole entry, looked up): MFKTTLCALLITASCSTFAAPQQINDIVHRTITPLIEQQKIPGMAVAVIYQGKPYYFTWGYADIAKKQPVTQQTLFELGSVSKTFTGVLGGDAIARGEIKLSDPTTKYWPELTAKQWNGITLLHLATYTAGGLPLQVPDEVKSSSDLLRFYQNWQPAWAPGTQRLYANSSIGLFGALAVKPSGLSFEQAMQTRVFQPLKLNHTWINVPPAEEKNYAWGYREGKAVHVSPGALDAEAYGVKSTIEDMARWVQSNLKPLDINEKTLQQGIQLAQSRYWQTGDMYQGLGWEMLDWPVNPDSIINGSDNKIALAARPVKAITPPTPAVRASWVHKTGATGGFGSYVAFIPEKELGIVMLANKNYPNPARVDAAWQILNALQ
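AmpC (5.3 nM in the dispensed reagent) in 20 mM phosphate pH 7.0 with 0.01% (detergent screen) or 0.0001% Triton X-100 was preincubated with compounds for 15 min at room temperature. Nitrocefin was then added from an 800 uM solution, and hydrolysis was followed at 480 nm.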
AmpC no deterg: blocks E. coli AmpC beta-lactamase in detergent-free assay. Potency, µM (doses to about 57.1 µM), for inactives: at the highest dose activity change, negative = inhibition, most hits filed as inhibitors. actives 0.52% (n = 330,000). P00811. AmpC nitrocefin hydrolysis, absorbance 480 nm, 0.0001% Triton;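 note: potency is the fitted concentration of half-maximal effect; plate controls were no compound for no effect and no enzyme for full effect; nearly all actives have a fitted effect of over 20% in size; some results filed as inactive show a strong effect at the top dose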
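20 mM phosphate pH 7.0 + 0.01% (detergent screen) or 0.0001% Triton X-100; 5.3 nM AmpC reagent; cpd preinc 15 min RT; nitrocefin (800 uM stock) to start; A480 q20 s × 4 min; Activity was normalised to no-enzyme and no-compound control wells.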
AMA1-RON2 inh: inhibitors of Plasmodium falciparum AMA1-RON2 interaction; AID 720542; Potency, µM (top dose mostly 58.2 µM), for inactives: top-dose activity change, negative = inhibition, actives largely listed as inhibitors; actives 0.2% (n = 360,000); AlphaScreen AMA1-biotinylated RON2 peptide binding;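 note: potency is the fitted concentration of half-maximal effect; 0% = vehicle wells and -100% = peptide control; nearly all actives have a fitted effect of over 45% in size; some results filed as inactive show a strong effect at the top dose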
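AMA1 (3D7) with his tag at 25 nM final met compounds first, then biotinylated RON2 peptide at 25 nM; detection used donor plus acceptor beads, 10 µg/mL apiece, read by AlphaScreen after 30 min at room temperature.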
The depositor's hits bear a star; ? = inconclusive; · = not tested or not shown; & = joins results of further samples; [ ] = remark or other dose. Unless noted, calls come from the whole dose curve; as a rule, active = well fitted curve in the direction sought with a large enough effect; inconclusive = small, poorly fitted or top-dose-only effect, or another doubt; inactive = no such curve, though single readings can be large; an effect the other way counts as inactive or inconclusive. Unless noted, % is set by controls: 0 for no effect and ±100 for the full control effect. Compounds were not picked by outcome, and some 7.4% of all compounds hit somewhere here.

SMILES	LmPK inhibitor	HCMV antiviral	TbPYK inhibitor	Sm TGR inh	AmpC inh detg	AmpC no deterg	AMA1-RON2 inh
CCC1CCCCN1CCCNC(=O)CSc1nc2nc(C)c(Cc3ccccc3)c(C)n2n1 (stereo not given)	4.8%	?	-7.1%	-10.0%	-9.2%	38.1%	6.9%
O=C(CCCn1c(=S)[nH]c2cc3c(cc2c1=O)OCO3)N1CCN(c2ccccc2F)CC1	6.4%	44.5	-10.2%	1.8%	-11.4%	-11.8%	48.4%[activator]
Cc1cc(-c2ccc(S(=O)(=O)NCc3ccc(Cl)cc3)cc2)on1	·	-8.7	1.6%	·	·	·	0.1%
CCCCCC(=O)N1C[C@@H](O)[C@H](n2cc(-c3ccc(F)cc3)nn2)C[C@@H]1c1ccc(Cl)cc1	·	30.9	-4.4%	·	·	·	-7.4%
CCC(CC)C(=O)NCCN1CCN(C(=O)C(CC)CC)CC1	0.4%	-1.5	3.8%	10.5%	?	82.3%[activator]	8.0%
COc1ccc(-c2csc(C(O)c3cccc(Cl)c3)n2)cn1 (stereo not given)	·	-37.6	2.4%	·	·	·	14.4%
CCN(CC)CCCNC(=O)c1c2c(nc3ccccc13)C(=O)N(C1CCCCC1)C2	·	-2.6	-2.9%	-1.5%	0.2%	·	·
COc1cc(SC)ccc1C(=O)NCCc1ccccc1	0.5%	37.7	-10.1%	1.7%	0.2%	-2.9%	-15.3%
COc1ccc(Cl)cc1N(CC(=O)N1CCCCCC1)S(C)(=O)=O	-4.7%	2.4	-9.3%	-17.9%	?	1.8%	-10.0%
O=C(CSCc1c(F)cccc1Cl)NCCSCc1ccco1	0.6%	4.9	0.7%	·	4.0%	-7.5%	-5.2%
c1ccc(CCNCc2cccnc2)cc1	-3.1%	?	-4.8%	4.8%	?	-1.3%	-8.4%
Cc1onc(-c2ccccc2)c1C(=O)n1cccn1	2.7%	-16.4	0.1%	4.2%	2.7%	-16.5%	7.9%
CCN(CC)S(=O)(=O)c1cccc(NN=c2c(=O)c3ccccc3c2=O)c1	-0.7%	-3.6	-1.7%	-18.8%	2.2%	-17.0%	13.5%
CC12CCC(=O)N1C(C(=O)N1CCN(S(=O)(=O)c3cccc(Cl)c3)CC1)CS2 (stereo not given)	·	-5.7	3.1%	-0.4%	?	-4.3%	1.4%
C[C@]12CCC(=O)C=C1CC[C@@H]1[C@@H]2[C@@H](O)C[C@@]2(C)[C@H]1CC[C@]2(O)C(=O)COC(=O)CCC(=O)O	0.9%&0.7%	13.7	0.3%&3.5%&-4.8%	-3.4%&-9.7%	?	-11.4%&-29.2%	-0.5%&-3.1%

Exported bar-delimited: entries from further up
smiles | LmPK inhibitor | HCMV antiviral | TbPYK inhibitor | Sm TGR inh | AmpC inh detg | AmpC no deterg | AMA1-RON2 inh
C[C@]12CCC(=O)C=C1CC[C@@H]1[C@@H]2[C@@H](O)C[C@@]2(C)[C@H]1CC[C@]2(O)C(=O)COC(=O)CCC(=O)O | 0.9%&0.7% | 13.7 | 0.3%&3.5%&-4.8% | -3.4%&-9.7% | ? | -11.4%&-29.2% | -0.5%&-3.1%
Cc1cc(-c2ccc(S(=O)(=O)NCc3ccc(Cl)cc3)cc2)on1 | · | -8.7 | 1.6% | · | · | · | 0.1%

For convenience, some entries already given.
SMILES	LmPK inhibitor	HCMV antiviral	TbPYK inhibitor	Sm TGR inh	AmpC inh detg	AmpC no deterg	AMA1-RON2 inh
CCC1CCCCN1CCCNC(=O)CSc1nc2nc(C)c(Cc3ccccc3)c(C)n2n1 (stereo not given)	4.8%	?	-7.1%	-10.0%	-9.2%	38.1%	6.9%
O=C(CCCn1c(=S)[nH]c2cc3c(cc2c1=O)OCO3)N1CCN(c2ccccc2F)CC1	6.4%	44.5	-10.2%	1.8%	-11.4%	-11.8%	48.4%[activator]
Cc1cc(-c2ccc(S(=O)(=O)NCc3ccc(Cl)cc3)cc2)on1	·	-8.7	1.6%	·	·	·	0.1%
CCCCCC(=O)N1C[C@@H](O)[C@H](n2cc(-c3ccc(F)cc3)nn2)C[C@@H]1c1ccc(Cl)cc1	·	30.9	-4.4%	·	·	·	-7.4%
CCC(CC)C(=O)NCCN1CCN(C(=O)C(CC)CC)CC1	0.4%	-1.5	3.8%	10.5%	?	82.3%[activator]	8.0%
COc1ccc(-c2csc(C(O)c3cccc(Cl)c3)n2)cn1 (stereo not given)	·	-37.6	2.4%	·	·	·	14.4%
CCN(CC)CCCNC(=O)c1c2c(nc3ccccc13)C(=O)N(C1CCCCC1)C2	·	-2.6	-2.9%	-1.5%	0.2%	·	·
COc1cc(SC)ccc1C(=O)NCCc1ccccc1	0.5%	37.7	-10.1%	1.7%	0.2%	-2.9%	-15.3%
COc1ccc(Cl)cc1N(CC(=O)N1CCCCCC1)S(C)(=O)=O	-4.7%	2.4	-9.3%	-17.9%	?	1.8%	-10.0%
O=C(CSCc1c(F)cccc1Cl)NCCSCc1ccco1	0.6%	4.9	0.7%	·	4.0%	-7.5%	-5.2%
c1ccc(CCNCc2cccnc2)cc1	-3.1%	?	-4.8%	4.8%	?	-1.3%	-8.4%
Cc1onc(-c2ccccc2)c1C(=O)n1cccn1	2.7%	-16.4	0.1%	4.2%	2.7%	-16.5%	7.9%
CCN(CC)S(=O)(=O)c1cccc(NN=c2c(=O)c3ccccc3c2=O)c1	-0.7%	-3.6	-1.7%	-18.8%	2.2%	-17.0%	13.5%

Going on with the list.
SMILES	LmPK inhibitor	HCMV antiviral	TbPYK inhibitor	Sm TGR inh	AmpC inh detg	AmpC no deterg	AMA1-RON2 inh
O=C(c1cccs1)n1nc(-c2ccccc2)nc1NCc1ccc(F)cc1	4.5%	13.5	-6.4%	7.6%	0.1%	-15.0%	5.3%
Cc1ccc(/C=c2\sc3n(c2=O)CN(c2ccc(Br)cc2)CN=3)o1	-2.6%	31.4	-11.4%	12.6µM*	-19.7%	-34.4%	6.7%
Cc1[nH]n(-c2ccccc2)c(=O)c1N=Nc1ccccc1C(=O)N1CCCCC1	-3.0%	14.3	2.9%	-6.0%	-12.3%	-6.7%	24.7%
O=C(COCc1cc(-c2ccco2)on1)Nc1cc(Cl)ccc1O	·	-28.7	-5.3%	?	22.2%	·	·
CCNC(=S)N1C2CCC1CC(NC(=O)NC1CCCCC1)C2 (stereo not given)	5.8%	-11.5	-6.3%	-3.9%	-0.4%	-21.0%	-1.0%
C=C(C)CSc1nc2c(c(=O)[nH]c(=O)n2C)n1Cc1ccccc1	5.6%	-18.3	-0.6%	-6.8%	2.6%	-27.9%	14.4%
CCOc1ccc(OCCC(=O)OCC(=O)NCc2ccccc2)cc1	0.5%	-32.6	-2.1%	45.8%[activator]	2.6%	15.0%	0.0%
CCOC(=O)c1c(NC(=O)/C=C/c2ccco2)sc(C)c1C	2.2%	71.8	4.0%	35.5µM*	?	-33.8%	1.2%
O=C(Nc1cccc(C(=O)N2CCN(c3ccc(F)cc3)CC2)c1)c1ccccc1	2.6%	16.1	-0.3%	·	-0.5%	-3.0%	-4.4%
Cc1cc(C)n(C(=O)Cn2nc(C)c(Cl)c2C)n1	0.9%	3.2	-0.4%	11.4%	-3.0%	-8.0%	-12.4%
Cc1[nH]c2ccccc2c1SCC(=O)N1CCCCCC1	0.3%	-12.6	-3.7%	5.7%	-14.7%	-7.7%	-2.7%
COc1ccccc1NC(=O)C1CCCN(S(=O)(=O)c2cnc[nH]2)C1 (stereo not given)	8.2%	79.7	-12.4%	6.6%	?	-1.5%	3.0%
CS(=O)(=O)N1CCN(c2ccc(Cl)cc2[N+](=O)[O-])CC1	-2.7%	-15.8	-14.3%	3.3%	-17.1%	-12.0%	-6.0%
CCCCn1c(SCC(=O)OC)nc2c1c(=O)n(C)c(=O)n2C	0.7%	18.1	0.3%	0.0%	-4.5%	-4.2%	-3.5%

Screening results: PubChem BioAssay, National Center for Advancing Translational Sciences (NCATS)
